Bioassay records from PubChem BioAssay.
HTRA1 inhibitor – HTRA1 serine protease inhibitors, primary screen, biochemical, fluorescence polarization, HTS; Q92743; recombinant HTRA1, FP-rhodamine activity-based probe; inhibition, % at 5.96 µM; 340,000 compounds, 0.5% hits; AID 504803, 2011; in the data active = inhibition above about 36%;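 also: 0% = enzyme with DMSO and 100% = wells lacking enzyme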
TCR-CD3 inh – inhibitors of human TCR-CD3 interaction, primary screen, biochemical, fluorescence, TAMRA-labeled TCR probe | T-cell receptor (TCR) | AID 651800, 2012 | inhibition, % at 9.4 µM | 360,000 compounds, 0.37% hits; in the data active = inhibition above about 19%;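 also: recombinant mutant TCR 2C K166C tagged with TAMRA read by polarization; 0% = receptor in buffer alone and 100% = receptor with positive control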
ABHD4 inh – ABHD4 inhibitors, primary screen, biochemical, fluorescence polarization, mouse. (Lyso)-N-acylphosphatidylethanolamine lipase (Mus musculus), Q8VD66. purified mABHD4, FP-Rh probe fluorescence polarization. inhibition, % at 8.92 µM. 370,000 compounds, 0.54% hits;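 active = inhibition exceeding the mean over every tested compound plus 3 SD, cut at about 30% in these data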;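 also: 0% = plate median of compound wells and 100% = S159A mutant with DMSO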
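Test system: mABHD4 protein; Read-out basis: % inhibition; Incubation: 45 min + 60 min at 25 °C; Repeats: single replicate; Technique: fluorescence polarization with parallel and perpendicular emission, 525/598 nm; Compound: 8.92 µM, single dose; Benchmarks: full inhibition S159A mutant plus DMSO, zero as sample-well median.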
TDP2 absorb – human TDP2 enzyme inhibitors, primary screen, biochemical, epi absorbance, recombinant enzyme; T5PNP hydrolysis, p-nitrophenol absorbance 415 nm; inhibition, % at 12.8 µM; 370,000 compounds, 0.34% hits; AID 720702, 2013;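 active = inhibition above the mean of all tested compounds plus 3 SD, set per campaign, cut at about 25% in these data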;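 also: 0% = DMSO with enzyme and 100% = buffer with substrate but no TDP2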
Target sequence (O95551 whole entry, looked up): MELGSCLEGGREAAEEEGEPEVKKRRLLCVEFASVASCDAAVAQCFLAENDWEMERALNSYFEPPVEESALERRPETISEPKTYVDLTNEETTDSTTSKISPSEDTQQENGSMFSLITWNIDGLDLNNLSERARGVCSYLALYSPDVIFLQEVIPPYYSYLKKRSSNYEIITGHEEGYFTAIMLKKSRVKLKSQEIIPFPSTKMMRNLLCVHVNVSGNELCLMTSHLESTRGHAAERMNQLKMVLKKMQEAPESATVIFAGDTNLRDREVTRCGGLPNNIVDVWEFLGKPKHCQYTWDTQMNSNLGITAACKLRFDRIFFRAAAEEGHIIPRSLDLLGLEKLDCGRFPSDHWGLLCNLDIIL
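System – recombinant human TDP2 · Quantity – TDP2 enzyme at 120 nM final · Doses – single concentration, 12.8 µM nominal, with 1% DMSO · Incubation – 2 h at 37 °C · Measured by – epi absorbance of p-nitrophenol freed from T5PNP by hydrolysis · Read-out – % inhibition relative to enzyme-containing and enzyme-free wells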
UHRF1 MBD2 ctr – UHRF1 methylated DNA binding inhibitors, primary screen, counter-screen for MBD2 inhibitor project, biochemical, TR-FRET, human UHRF1, single concentration; E3 ubiquitin-protein ligase UHRF1 (Homo sapiens), Q96T88; UHRF1 binding to methylated oligo; inhibition, % at 4.4 µM; 370,000 compounds, 0.75% hits; AID 687016, 2013; in the data active = inhibition above about 21%;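 also: UHRF1 SRA domain binding a hemimethylated CpG hairpin DNA probe; 0% = median of test compound wells and 100% = reference inhibitor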
Tn7 DDE FP – inhibitors of Tn7 peptide binding to fibrin DD(E), primary screen, biochemical, fluorescence polarization, human fibrin, Tn7 probe | Fibrinogen beta chain (Homo sapiens), P02675 | inhibition, % at 8.3 µM | 370,000 compounds, 0.13% hits | FP displacement of FITC-Tn7 peptide from fibrin DD(E); 0% = median of compound wells per plate;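 active = inhibition above the mean of compounds falling within the control limits plus 3 SD of them, cut at about 14% in these data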;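 also: 0% = plate median of compound wells and 100% = 10 µM Aha-Tn7 peptide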
Target sequence (P02675 whole entry, looked up): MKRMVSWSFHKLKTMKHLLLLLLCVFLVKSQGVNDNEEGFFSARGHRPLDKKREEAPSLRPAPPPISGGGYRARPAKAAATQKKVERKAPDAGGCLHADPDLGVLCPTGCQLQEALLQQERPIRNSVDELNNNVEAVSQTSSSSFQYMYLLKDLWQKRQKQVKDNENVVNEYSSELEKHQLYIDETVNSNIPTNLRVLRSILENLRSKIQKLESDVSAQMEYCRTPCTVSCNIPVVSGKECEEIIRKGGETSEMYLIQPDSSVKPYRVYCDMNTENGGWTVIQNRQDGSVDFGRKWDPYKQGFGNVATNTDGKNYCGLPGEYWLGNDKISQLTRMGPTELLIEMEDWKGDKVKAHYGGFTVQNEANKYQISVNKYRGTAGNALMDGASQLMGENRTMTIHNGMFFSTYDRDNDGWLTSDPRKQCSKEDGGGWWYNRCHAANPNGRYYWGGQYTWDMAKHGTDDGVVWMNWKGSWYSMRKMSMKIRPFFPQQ
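system = human fibrin DD(E) protein | quantity = DD(E) 2 µM final | medium = Tris/NaCl/CaCl2 buffer, pH 7.8 | also added = labelled Tn7 tracer, 0.1 µM | compound dosing = single point at 8.3 µM | timing = compound with protein 10 min, then 3 h after probe, room temperature | signal = FP measurement | benchmarks = Aha-Tn7 high control | repeats = one replicate per compound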
PRMT1 inh – PRMT1 methyltransferase inhibitors, primary screen, biochemical, fluorescence polarization; recombinant PRMT1, activity-based probe fluorescence polarization; inhibition, % at 2.79 µM; 370,000 compounds, 1.3% hits; AID 652257, 2013;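 active = inhibition above about 21% made by adding two undisclosed values, limit read from the data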
SIAE inh – human SIAE inhibitors, primary screen, biochemical, fluorescence polarization, FP-Rh probe, 1536-well HTS. 370,000 compounds, 0.69% hits. SIAE FP-Rh probe binding. Sialate O-acetylesterase (Homo sapiens), Q9HAT2. AID 1053197, 2014. inhibition, % at 9.66 µM;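 active = inhibition above a cutoff: mean of compounds within the control limits plus 3 SD of those, cut at about 17% in these data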;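 also: 0% = plate median of compound wells and 100% = probe without SIAE protein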
LEDGF integ inh – blockers of LEDGF/p75-dependent integrase strand transfer – biochemical, TR-FRET, high throughput, primary screen | TR-FRET IN-LEDGF/p75 DNA integration, Eu/Cy5 | HIV-1 integrase (with human LEDGF/p75) | inhibition, % at 3.7 µM | 370,000 compounds, 0.64% hits | AID 743269, 2014;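 active = inhibition above the screen-wide mean plus 3 SD, cut at about 13% in these data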;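 also: signal is the Cy5 over europium emission ratio at 671 and 618 nm; 0% = plate median of compound wells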
PG9 Ab binder – binders of HIV-1 gp120 antibody PG9, primary screen, biochemical, TR-FRET; HIV-1 gp120 / PG9 antibody interaction; TR-FRET gp120-PG9 antibody binding; inhibition, % at 6.7 µM; 360,000 compounds, 0.43% hits; in the data active = inhibition above about 8.5%
* marks the source's active call; other numbers are inactive results; nt = not tested or not shown.

SMILES	HTRA1 inhibitor	TCR-CD3 inh	ABHD4 inh	TDP2 absorb	UHRF1 MBD2 ctr	Tn7 DDE FP	PRMT1 inh	SIAE inh	LEDGF integ inh	PG9 Ab binder
COc1ccccc1NC(=O)c1ccc(-n2cccn2)nc1	-3	-4	-1	3	17	1	1	-10	2	1.3
Cc1noc(C)c1COC(=O)c1cccc(S(=O)(=O)N2CCOCC2)c1	-1	-3	1	-14	6	0	-1	7	-1	-1.1
CCC(=O)Nc1ccc2nc(C)n(CC(=O)Nc3ccccc3)c(=O)c2c1	-8	1	0	11	2	-2	-1	-2	-3	1.8
CCCNCc1nnc(-c2ccccc2Cl)o1	4	3	0	12	-3	3	-4	5	1	0.5
O=C(N[C@H](Cc1cc(=O)[nH]c2ccccc12)C(=O)O)c1ccc(Cl)cc1	2	-7	-7	0	0	8	5	-2	3	0.6
CCOc1ccc2nc(SCC(=O)Nc3cc(C)on3)c(C)cc2c1	-4	-3	-3	-1	-3	3	-2	2	2	28*
O=C1/C(=C/c2ccc(F)cc2)SC(=S)N1N1CCOCC1	2	5	3	2	-1	-2	-4	12	0	0.7
C=CCSc1nnc(C)n1-c1ccc(Cl)cc1	1	-1	-1	-5	4	7	0	-4	1	2.8
CCOCCCNC(=O)C1(O)c2cc(Br)ccc2NC(=O)N1c1ccc(OCC)cc1 (centres undefined)	-2	1	4	3	-1	-2	0	-3	-1	1.1
CC1(C(=O)NS(=O)(=O)c2ccc(F)cc2F)CCN1C(=O)c1ccco1 (centres undefined)	nt	1	2	-6	2	4	1	2	-5	1.6
CCN(CC(=O)NCc1ccc(Cl)cc1)C(=O)CCC(=O)c1ccc(F)cc1	-4	1	2	-1	-2	7	-2	20*	-1	-0.1
Cc1cc(-c2ccccc2)n(-c2ccc(C(=O)N3CCN(c4ncccn4)CC3)cc2)n1	-8	5	-7	-9	5	-1	-3	-1	2	-3.1
O=C(NC1CC1)C1=NOC(CNc2ncc(C(F)(F)F)cc2Cl)C1 (centres undefined)	0	-7	0	0	2	-1	7	2	3	-1.6
CC(C)(/C=N/O)/[N+]([O-])=C/C=[N+](\[O-])C(C)(C)/C=N/O	0	4	-13	-11	6	-2	7	-3	-2	-1.9
Cc1cccc(-c2nnc(SCC(=O)Nc3ncccn3)n2C)c1	5	-3	-5	-12	0	11	10	1	-6	-1.8
Cc1ccc(CNC(=O)C2CCC(=O)N(Cc3cccc(F)c3)C2)s1 (centres undefined)	4	-4	-5	-8	0	-10	0	1	0	-0.7
Cc1nnc(SC2CC(=O)N(c3ccccc3)C2=O)s1 (centres undefined)	-7	4	8	7	0	-4	78*	6	2	0.0
O=C(NCCCN1CCCCCC1)C1CC(=O)N(CCc2ccccc2)C1 (centres undefined)	8	-11	-8	3	2	0	-1	0	-4	-0.2
CCOC(=O)c1ccc(NC(=O)Nc2cc(C)on2)cc1	-20	-3	-2	-8	14	-3	4	-12	1	-0.5
Cc1ccsc1/C=N\Nc1cn[nH]c(=O)c1Cl	1	6	3	-5	-11	-7	-3	2	-2	-3.1
CCOC(=O)C1CSC(CC(=O)Nc2ccc(OCC)cc2)C(=O)N1 (centres undefined)	8	1	-4	0	5	-7	2	-4	-6	1.2
C[C@H]1CN(Cc2ccccc2)C(=O)[C@@H]1CC(=O)Nc1ccccc1	5	0	2	-5	-1	0	-2	0	2	-2.8
O=C(NC1CC1)c1ccc2c(c1)S(=O)(=O)c1cc(Cl)ccc1C2=O	nt	2	3	5	-2	5	1	5	0	-2.7
O=c1[nH]c(=O)c2ccccc2o1	nt	-5	6	-12	2	1	1	4	-3	2.7
O=C(Nc1ccccc1C(=O)N1CCOCC1)C1COc2ccccc2O1 (centres undefined)	5	3	3	-8	0	3	0	2	0	0.9

In a second layout: results already given.
SMILES,HTRA1 inhibitor,TCR-CD3 inh,ABHD4 inh,TDP2 absorb,UHRF1 MBD2 ctr,Tn7 DDE FP,PRMT1 inh,SIAE inh,LEDGF integ inh,PG9 Ab binder
O=C1/C(=C/c2ccc(F)cc2)SC(=S)N1N1CCOCC1,2,5,3,2,-1,-2,-4,12,0,0.7
O=C(Nc1ccccc1C(=O)N1CCOCC1)C1COc2ccccc2O1 (centres undefined),5,3,3,-8,0,3,0,2,0,0.9
Cc1cc(-c2ccccc2)n(-c2ccc(C(=O)N3CCN(c4ncccn4)CC3)cc2)n1,-8,5,-7,-9,5,-1,-3,-1,2,-3.1
O=C(NC1CC1)c1ccc2c(c1)S(=O)(=O)c1cc(Cl)ccc1C2=O,nt,2,3,5,-2,5,1,5,0,-2.7
Cc1ccc(CNC(=O)C2CCC(=O)N(Cc3cccc(F)c3)C2)s1 (centres undefined),4,-4,-5,-8,0,-10,0,1,0,-0.7
CC1(C(=O)NS(=O)(=O)c2ccc(F)cc2F)CCN1C(=O)c1ccco1 (centres undefined),nt,1,2,-6,2,4,1,2,-5,1.6

Compound profiles, as listed above:
Entry for CCOc1ccc2nc(SCC(=O)Nc3cc(C)on3)c(C)cc2c1 = HTRA1 inhibitor = -4; TCR-CD3 inh = -3; ABHD4 inh = -3; TDP2 absorb = -1; UHRF1 MBD2 ctr = -3; Tn7 DDE FP = 3; PRMT1 inh = -2; SIAE inh = 2; LEDGF integ inh = 2; PG9 Ab binder = 28*
Entry for CC1(C(=O)NS(=O)(=O)c2ccc(F)cc2F)CCN1C(=O)c1ccco1 (centres undefined) = HTRA1 inhibitor = nt; TCR-CD3 inh = 1; ABHD4 inh = 2; TDP2 absorb = -6; UHRF1 MBD2 ctr = 2; Tn7 DDE FP = 4; PRMT1 inh = 1; SIAE inh = 2; LEDGF integ inh = -5; PG9 Ab binder = 1.6
Entry for Cc1noc(C)c1COC(=O)c1cccc(S(=O)(=O)N2CCOCC2)c1 = HTRA1 inhibitor = -1; TCR-CD3 inh = -3; ABHD4 inh = 1; TDP2 absorb = -14; UHRF1 MBD2 ctr = 6; Tn7 DDE FP = 0; PRMT1 inh = -1; SIAE inh = 7; LEDGF integ inh = -1; PG9 Ab binder = -1.1

(listing goes on)
SMILES	HTRA1 inhibitor	TCR-CD3 inh	ABHD4 inh	TDP2 absorb	UHRF1 MBD2 ctr	Tn7 DDE FP	PRMT1 inh	SIAE inh	LEDGF integ inh	PG9 Ab binder
O=C(CSc1nc2ccc(F)cc2c(=O)n1-c1ccccc1)Nc1ccc2c(c1)CCC2	nt	-8	3	-3	0	2	-1	-5	-5	-2.5
COc1ccc(NC(=O)Nc2ccc(Br)cn2)cc1OC	-3	-4	-11	-17	2	0	-2	-2	3	-2.9
Cc1cccc(NCc2nc(SCC(=O)Nc3ccccc3)n[nH]2)c1	-7	-9	0	-9	2	7	2	-4	-7	1.9
CC(C)[C@H](NC(=O)c1ccccc1)C(=O)OCC(=O)N1CCN(C(=O)c2ccco2)CC1	0	14	1	4	0	0	-1	1	0	-2.1
COc1ccc(Br)cc1C1CC(=O)N2CN(C)CSC2=C1C#N (centres undefined)	5	0	1	-1	-6	-9	17	-5	3	-1.1
COC(=O)[C@]12C[C@H](CC(=O)N3CCCCC3)C(=O)N(Cc3ccc(Cl)cc3Cl)C1=C[C@H](C(C)(C)C)O[C@@H]2C	nt	nt	3	-8	-2	0	2	4	-2	nt
CN(C)c1ccc(C2N(C)C(=O)c3ccccc3N2C)cc1 (centres undefined)	4	-1	0	8	0	1	3	1	-8	-0.4
O=C(CNC(=O)c1ccc(Br)o1)NNC(=O)COc1ccccc1Cl	0	2	0	4	1	-2	4	-2	-1	-0.4
CCc1nc(Sc2nc(C)cc(C)n2)c2oc3ccccc3c2n1	-2	6	2	4	-3	-8	2	2	0	-0.5
CC1(C)Cc2nc3sc(C(=O)NCCO)c(N)c3cc2CO1	2	-6	5	-5	-4	0	-3	2	-2	-1.1
CC(C)c1ccc2c(c1)C(c1cccs1)=NNC(c1ccncc1)=N2	-4	0	11	-12	1	-1	-4	4	-3	-3.2
Cc1noc(C)c1S(=O)(=O)N1CCCc2nc(-c3ccc(F)cc3)ccc21	nt	-1	-19	-8	10	2	-6	1	7	0.7
O=C(CSc1ncn(-c2ccccc2)n1)Nc1nc2c(s1)CCCC2	-11	10	-4	3	0	7	7	-13	6	-2.5
O=S(=O)(/N=C(/c1ccc(F)cc1)N1CCCCC1)c1ccc(Cl)cc1	7	3	4	3	-1	-1	-4	6	0	-1.3
COc1ccccc1CC(=O)NCC1CCCO1 (centres undefined)	2	3	-2	8	0	-5	2	9	-1	-0.2
CC(=O)c1cccc(NC(=O)N2CCCC2C(=O)Nc2ccccc2C)c1 (centres undefined)	-3	-2	3	9	-2	3	0	-2	2	1.4
CS(=O)(=O)c1nc(S(=O)(=O)c2ccc(Cl)cc2)c(N2CCCCCC2)s1	4	1	4	-4	-1	-3	5	0	-3	-0.9
COc1ccc(S(=O)(=O)NCCSc2ccccc2)cc1OC	-9	8	-4	-7	1	-8	-1	1	1	-2.5
COC(=O)CSc1nc(N)nc(C)c1Br	3	4	-5	-7	0	-4	2	1	-1	-2.6
CCOC(=O)C1=CNS(=O)(=O)NC1c1ccc2ccccc2c1 (centres undefined)	-3	2	2	1	-2	0	-1	-3	-5	0.5
CC(C)(C)c1ccc(-n2ncc3c2CCCC3NC(=O)CCN2CCCCC2=O)cc1 (centres undefined)	1	9	-3	11	-3	2	-1	1	-1	1.6
Cc1ccc(-c2cnc(C(O)c3cc(Cl)cc(Cl)c3)[nH]2)cc1 (centres undefined)	nt	-4	-15	-4	-1	1	0	-3	-3	-1.9
CSc1ccc(/C=C/C(=O)OCC(=O)N2CCN(S(=O)(=O)c3ccc(C)cc3C)CC2)cc1	1	-1	4	-4	1	1	-2	-6	-1	-2.5
Cc1csc(NC(=O)CSc2nnc(-c3ccoc3C)n2CCc2ccccc2)n1	-10	3	0	-3	0	1	1	6	-2	-1.2

3 of the entries above in order of the PRMT1 inh value, largest number first:
SMILES | PRMT1 inh
O=C(CSc1ncn(-c2ccccc2)n1)Nc1nc2c(s1)CCCC2 | 7
CS(=O)(=O)c1nc(S(=O)(=O)c2ccc(Cl)cc2)c(N2CCCCCC2)s1 | 5
CC(C)c1ccc2c(c1)C(c1cccs1)=NNC(c1ccncc1)=N2 | -4
